# Anesthetic bind = candidate novel general anesthetic via apoferritin binding; 0.074% of 350,000 active; apoferritin/1-aminoanthracene competitive binding, fluorescence; P02791; Potency, µM (top dose mostly 77.5 µM), inactives show top-dose activity change, negative = displacement, most hits filed as inhibitors; further: potency means the concentration at half of the fitted maximal effect; on the % scale 0 is the no-effect control and ±100 the full control effect; nearly all actives have a fitted effect of over 20% in size
#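 In PBS, apoferritin at 10 uM is loaded with 1-AMA from a 50% saturated solution. After 10 min of compound exposure at ambient temperature, reduced 535 nm fluorescence indicates probe displacement.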
# POLI inh = blocks human DNA polymerase iota activity; Pol iota fluorescent replication assay, 10 min; Potency, µM (doses to about 115 µM), without a hit: at the top dose activity, negative = inhibition, usual class: inhibitors; 1% of 390,000 active; AID 588590; further: potency means the concentration at half of the fitted maximal effect
#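 Fluorescent replication assay read twice, at 0 min and 10 min after adding 50 nM (final) substrate. Enzyme (10 nM) and compounds were first incubated 15 min at room temperature; enzyme-free buffer wells were negative controls.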
# Pol kappa inh = blocks human DNA polymerase kappa activity; purified Pol kappa, fluorescent DNA synthesis assay, 10 min; AID 588579; Potency, µM (doses to about 107 µM), for the others: top-dose activity, negative = inhibition, most hits filed as inhibitors; 0.53% of 400,000 active; Q9UBT6; further: potency means the concentration at half of the fitted maximal effect; on the % scale 0 is the no-effect control and ±100 the full control effect
#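 Pol kappa 10 nM + cpd, 15 min RT; start w/ substrate 50 nM final; fluorescence kinetic read, 0 and 10 min. Neg ctrl: buffer, no enzyme.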
# Pol eta inh = DNA polymerase eta (human) inhibition. AID 588591. 1.2% of 390,000 active. recombinant Pol eta, fluorescent DNA replication assay. Potency, µM (doses to about 114 µM), without a hit: top-dose activity change, negative = inhibition, most hits filed as inhibitors; further: potency means the concentration at half of the fitted maximal effect; on the % scale 0 is the no-effect control and ±100 the full control effect
# Target sequence (Q9Y253 whole entry, looked up): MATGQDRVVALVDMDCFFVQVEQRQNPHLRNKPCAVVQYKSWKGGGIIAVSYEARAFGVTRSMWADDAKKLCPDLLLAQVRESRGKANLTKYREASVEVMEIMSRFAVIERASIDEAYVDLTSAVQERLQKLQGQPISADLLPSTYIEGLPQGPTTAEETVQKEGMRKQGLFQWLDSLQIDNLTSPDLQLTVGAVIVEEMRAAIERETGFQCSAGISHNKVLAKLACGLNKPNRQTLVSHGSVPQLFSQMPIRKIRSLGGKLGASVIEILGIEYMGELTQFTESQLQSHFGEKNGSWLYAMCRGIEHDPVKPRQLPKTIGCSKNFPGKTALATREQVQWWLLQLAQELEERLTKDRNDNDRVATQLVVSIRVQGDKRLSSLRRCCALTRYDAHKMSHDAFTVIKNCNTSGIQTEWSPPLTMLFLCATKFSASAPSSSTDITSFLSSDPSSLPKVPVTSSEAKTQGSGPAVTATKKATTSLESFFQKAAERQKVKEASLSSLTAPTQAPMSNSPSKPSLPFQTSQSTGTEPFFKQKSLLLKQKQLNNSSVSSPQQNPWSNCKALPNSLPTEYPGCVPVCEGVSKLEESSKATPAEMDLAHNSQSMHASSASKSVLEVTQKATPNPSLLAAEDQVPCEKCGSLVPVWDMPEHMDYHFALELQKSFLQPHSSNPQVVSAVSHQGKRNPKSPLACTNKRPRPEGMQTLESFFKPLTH
#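 Fluorescent replication assay: 50 nM final substrate added after a 15 min room-temperature compound preincubation with 10 nM enzyme. Signal taken at 0 min and again at 10 min.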
# LDHA block = LDHA (human) enzyme inhibition | purified LDHA, NADH/diaphorase-resazurin fluorescence; hits give low values | 0.15% of 480,000 active | activity change, % (values are at about 110 or 230 µM); in the data active means activity change below about -30%; inconclusive means mostly about -25% to -30%;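 further: plate controls were DMSO wells for no effect and wells without enzyme for full effect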
#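 Human LDH5 at 2 nM final in Tris HCl pH 7.4 with 0.06 mM NADH and 0.2 mM pyruvate, reacted 5 minutes at room temperature. Remaining NADH coupled via diaphorase/resazurin; resorufin fluorescence read at 0 and 20 minutes, normalized to enzyme-free and DMSO wells.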
# BLM inh = inhibitors of human Bloom syndrome helicase BLM. P54132. recombinant BLM DNA unwinding, fluorescence dequenching. Potency, µM (doses to about 56.1 µM), inactives show at the top dose activity change, negative = inhibition, most hits filed as inhibitors. 0.2% of 350,000 active. AID 2528;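 further: potency means the concentration at half of the fitted maximal effect; plate controls were vehicle for no effect and no enzyme for full effect; nearly all actives have a fitted effect of over 35% in size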
# POLB inh = DNA polymerase beta (human) inhibition. 1.3% of 340,000 active. Pol beta primer extension/strand displacement, fluorescence kinetic. P06746. Potency, µM (highest dose often 114 µM), for inactives: at the top dose activity change, negative = inhibition, most hits filed as inhibitors; further: potency means the concentration at half of the fitted maximal effect; on the % scale 0 is the no-effect control and ±100 the full control effect
#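 Human Pol beta at 10 nM; strand-displacement substrate 50 nM final. Compound exposure 15 min at room temperature before start, reaction 10 min at room temperature.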
# Glioma ERSR ind = ER stress response induction in glioma | U87-MG GRP78 promoter luciferase reporter, 16 h | Potency, µM, for the others: top-dose activation, actives largely listed as activators | 0.02% of 420,000 active; further: potency means the concentration at half of the fitted maximal effect; series mostly up to about 76 µM; % of control where 0% means no effect; nearly all actives have a fitted effect of over 35% in size
#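 Stably transfected U87-MG glioma cells carrying a GRP78-based luciferase sensor; 16 h compound incubation. Luminescence end-point read 10 min after Bright-Glo addition at room temperature.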
# APE1 inh = APE1 (human) endonuclease inhibition; recombinant APE1, TAMRA/BHQ-2 abasic DNA cleavage fluorescence; 0.35% of 350,000 active; Potency, µM (top dose mostly 65.8 µM), inactives show top-dose activity change, negative = inhibition, most hits filed as inhibitors; AID 2517;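 further: potency means the concentration at half of the fitted maximal effect; plate controls were vehicle for no effect and reference inhibitor for full effect; nearly all actives have a fitted effect of over 55% in size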
# Target sequence (P27695 whole entry, looked up): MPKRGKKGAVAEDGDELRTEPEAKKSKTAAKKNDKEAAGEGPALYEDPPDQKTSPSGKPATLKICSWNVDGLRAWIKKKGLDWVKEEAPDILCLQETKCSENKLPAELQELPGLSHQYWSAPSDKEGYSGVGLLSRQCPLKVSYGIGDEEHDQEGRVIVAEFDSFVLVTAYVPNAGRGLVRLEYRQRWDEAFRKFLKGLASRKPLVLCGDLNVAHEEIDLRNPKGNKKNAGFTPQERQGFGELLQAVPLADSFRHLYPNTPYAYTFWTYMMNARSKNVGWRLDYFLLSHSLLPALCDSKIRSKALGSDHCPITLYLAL
#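 Readout is kinetic fluorescence (ex 525, em 598 nm) from cleavage of 50 nM TAMRA/BHQ-2 THF abasic duplex by 0.75 nM APE1, compound added 15 min beforehand at RT.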
# * hit, by the source's call; u = inconclusive; x = not tested or not shown; & = joins results of further samples; [ ] = remark or other dose. Unless noted, the call rests on the fitted dose curve; in most records, active means well fitted curve in the direction sought with a large enough effect; inconclusive means small, poorly fitted or top-dose-only effect, or another doubt; inactive means no such curve, though single readings can be large; an effect the other way counts as inactive or inconclusive.
smiles	Anesthetic bind	POLI inh	Pol kappa inh	Pol eta inh	LDHA block	BLM inh	POLB inh	Glioma ERSR ind	APE1 inh
CC(C)(C)OC(=O)N1CCC(c2c(C(=O)NCc3ccccc3)cnn2-c2ccccc2)CC1	-16%	24%	-8%	-16%	3	-5%	-6%	-3%	x
CC1(c2ccccc2)NC(=O)N(CC(=O)NCCC2=CCCCC2)C1=O (configuration not stated)	-21%	6%	-8%	-12%	-2	-1%	1%	-9%	-4%
COC(=O)C(C)Sc1ccc2nnc(-c3cccc(F)c3)n2n1 (configuration not stated)	0%	-14%&83%	-7%&-21%	-7%	-10&-7	-13%	30%	-1%&0%	10%
O=C1CCN(CC2CCCCC2)C=C1C(=O)c1ccccc1	x	-14%	5%	-1%	-2	x	x	-2%	x
c1ccc(-c2cnn3nnnc3n2)cc1	-19%	13%	-4%	-7%	-8	-1%	36%	-6%	11%
O=C(Nc1ccc(F)cc1)c1ccc(=O)[nH]n1	1%	48%[activator]	-5%	-12%	-5	-1%	6%	-3%	1%
CCN1CCC(N(Cc2ccc(F)cc2)C(=O)Nc2cc(C)ccc2C)CC1	-8%	32%[activator]	-3%	-20%	-1	4%	23%	-2%	x
COc1ccc(NC(=O)CC2C(=O)N(c3ccc(C)cc3)C(=O)N2Cc2ccc3c(c2)OCO3)cc1 (configuration not stated)	35%	29%	0%	-12%	2	-4%	26%	-2%	x
Cc1cc(C)c2oc(-c3cccc(NC(=O)c4cccc(F)c4)c3C)nc2c1	-5%	22%	-10%	-18%	-8	-3%	-2%	-1%	x
O=C(CCN1CCN(C/C=C/c2ccccc2)CC1)Nc1ccccc1Cl	-11%	u	-15%	-12%	-7	-1%	4%	-2%	24%
O=C(O)COCC(=O)Nc1ccc2c(c1)oc1ccccc12	-1%	-1%	-1%	-8%	-7	1%	0%	1%	-7%
CCCC(=O)NCCc1cc2c(C)ccc(C)c2[nH]c1=O	2%	u	-23%	-3%	-9	2%	-27%	-2%	-4%
O=C(COC(=O)c1ccc(S(=O)(=O)NCc2ccco2)cc1)NCc1ccccc1	x	u	u	-14%	1	x	x	-5%	-43%
CCS(=O)(=O)N1Cc2ccccc2CC1C(=O)N(C)CC(=O)Nc1cccc(F)c1 (configuration not stated)	x	25%	-5%	-12%	-3	x	x	1%	4%
COCCn1cnc2c1c(=O)n(CC(=O)NC(=O)NC(C)(C)C)c(=O)n2Cc1ccccc1	-8%	-10%	1%	-14%	-1	-2%	38%	0%	6%
CC(=O)Nc1ccc(Nc2cc(C)c3ccccc3n2)cc1	-10%	14%	7%	-18%	0	-4%	1%	3%	6%
COc1ccc(CCNCC(=O)N2C(C)CCCC2C)cc1OC (configuration not stated)	-5%	39%[activator]	-9%	-8%	-16	-5%	8%	-5%	-1%
COc1cccc(N2C(=O)CN(Cc3ccccc3)C2=S)c1	-11%	-5%	6%	-5%	-3	-5%	1%	2%	22%
COc1ccc(-n2c(C)cc(C(=O)CSc3nn4c(=O)c(C(C)(C)C)nnc4s3)c2C)cc1	-22%	10%	-4%	-5%	-2	-4%	-2%	-4%	u
C#CCOc1ccc(/C=N/NC(=O)c2cccnc2)cc1OCC	-4%	30%[activator]	0%	-18%	1	-2%	34%	-1%	-4%
Cc1ccc(-c2nc3nc(C)cc(N4CCN(c5cc(Cl)ccc5C)CC4)n3n2)cc1	-7%	-22%	-13%	-13%	1	-3%	0%	-2%	x
Cc1ccc(C)c(NC2=C(Cl)C(=O)OC2OC(=O)c2ccco2)c1 (configuration not stated)	-15%	28%	-2%	-7%	3	-10%	0%	-4%	3%
CCCc1noc(-c2ccc(-c3ccccc3)cc2)n1	-8%	10%	1%	10%	1	-4%	19%	-2%	1%
Cc1ncc([N+](=O)[O-])n1CC(=O)N/N=C/c1ccccc1F	-3%	-11%	-9%	5%	-14	0%	-20%	-2%	-9%

# Copied from the list:
# Anesthetic bind with CC(=O)Nc1ccc(Nc2cc(C)c3ccccc3n2)cc1 reads -10%
# Anesthetic bind with COCCn1cnc2c1c(=O)n(CC(=O)NC(=O)NC(C)(C)C)c(=O)n2Cc1ccccc1 reads -8%
# Glioma ERSR ind with Cc1ccc(C)c(NC2=C(Cl)C(=O)OC2OC(=O)c2ccco2)c1 (configuration not stated) reads -4%
# Pol eta inh with COc1ccc(-n2c(C)cc(C(=O)CSc3nn4c(=O)c(C(C)(C)C)nnc4s3)c2C)cc1 reads -5%

# The listing picks up; the 2 compounds before the break are reprinted first.
smiles	Anesthetic bind	POLI inh	Pol kappa inh	Pol eta inh	LDHA block	BLM inh	POLB inh	Glioma ERSR ind	APE1 inh
CCCc1noc(-c2ccc(-c3ccccc3)cc2)n1	-8%	10%	1%	10%	1	-4%	19%	-2%	1%
Cc1ncc([N+](=O)[O-])n1CC(=O)N/N=C/c1ccccc1F	-3%	-11%	-9%	5%	-14	0%	-20%	-2%	-9%
CC1CN(c2nc3ccccc3cc2-c2ccccc2)CC(C)O1 (configuration not stated)	-3%	65%[activator]	6%	-27%	2	-3%	-18%	-5%	-4%
O=C(CN1C(=O)NC2(CCCCC2)C1=O)Oc1ccc2c(C(F)(F)F)cc(=O)oc2c1	x	3%	-14%	-1%	0&4	x	x	-2%	9%
CCn1c(Cc2ccccc2)nnc1SCC(=O)Nc1nc2ccccc2s1	1%	15%	-5%	u	0	-4%	25%	1%	-3%
Cc1cc(C)nc(N2CCC(C(=O)NCC3CCCCC3)CC2)n1	-3%	34%[activator]	2%	-6%	3	-2%	-8%	1%	-1%
C/C=C\C=C/C(=O)Nc1cccc(C2=NOC3(C2)C[C@@H](C(N)=O)N(C(=O)CCCCC)C3)c1 (some centres not stated)	3%	-15%	-4%	-11%	0	-4%	u	-2%	-4%
O=C(Cn1nnc2ccccc21)OCC(=O)c1ccc(F)cc1	-17%	62%[activator]	1%	-6%	-6	-3%	-26%	-10%	-2%
COc1ccc(CN2C(=NC(=O)c3ccccc3)SC3CS(=O)(=O)CC32)cc1 (configuration not stated)	-2%	4%	-17%	1%	-6	-7%	19%	-1%	-7%
CC(Cc1cccs1)NC(=O)c1cccs1 (configuration not stated)	-16%	9%	-10%	-7%	-7	-1%	-20%	6%	-6%
Cc1ccc(C)c(NC(=O)C2C(c3ccccc3)C2(Cl)Cl)c1 (configuration not stated)	-15%	12%	-3%	3%	-16	-3%	22%	-2%	-9%
O=C(CO/N=C/c1ccccc1OC(F)F)NC1CCCCC1	6%	11%	3%	-5%	-3	3%	16%	1%	17%
Cc1nc(SCCC(=O)O)c2ccccc2n1	-5%	8%	-8%	0%	-6	1%	6%	-4%	-1%
Cc1ccc(O)c(NC(=O)c2ccc3c(c2)C(=O)N(Cc2cccnc2)C3=O)c1	-5%	u	-14%	u	-2	-8%	-3%	3%	23%
COc1ccc(CCNC(=O)c2cc3c(=O)[nH]c4ccc(C)cc4c3s2)cc1OC	-18%	-9%	-6%	3%	-7	-1%	14%	-2%	x
COC(=O)c1ccc(NC(=O)CC2C(=O)N(c3cccc(OC)c3)C(=O)N2Cc2ccco2)cc1 (configuration not stated)	5%	38%[activator]	-18%	-15%	-14	-5%	3%	2%	x
CCOc1ccc(NC(=O)C2CCN(S(=O)(=O)c3c(C)noc3/C=C/c3cccs3)CC2)cc1	-4%	4%	-21%	-5%	-8	-2%	-2%	-3%	x
COc1ccc(C)cc1-n1c(C)cc(C=O)c1C	-8%	139%[activator]	1%	-14%	-5	-4%	2%	3%	-3%
CN(C)c1ccc(CNC(=O)Cn2c(=O)oc3cc(S(=O)(=O)NCc4ccccc4)ccc32)cc1	-10%	33%[activator]	-8%[60.1 µM]	-1%	-4	-1%	-25%	-2%	x
COc1ccc(-c2nc(SCC(=O)NCc3ccccc3Cl)n[nH]2)cc1	-6%	2%	-2%[60.1 µM]	-4%	-6	1%	20%	-2%	x
O=C(NCc1ccc(Cl)cc1)C1CCCN(C(=O)c2ccc(Cl)cc2)C1 (configuration not stated)	x	12%	-8%	-7%	0	x	x	-4%	0%
CCOC(=O)c1c(S(=O)(=O)NCC(=O)Nc2ccccc2OC)c(C)n(C)c1C	-7%	-2%	-8%	-5%	-6	3%	1%	-3%	23%
CC(C(=O)NCc1ccccc1)N1Cc2ccccc2C1=O (configuration not stated)	-5%	7%	0%	-4%	-3	-2%	4%	-2%	x
Cc1cc(C)c2nc(NC(=O)c3ccco3)sc2c1	-5%	2%	-1%	-5%	-11	-1%	3%	-8%	2%
Cn1cccc1Cc1nnc(SCC(=O)N2CCCCCC2)n1CCc1ccccc1	-22%	29%	7%	-16%	-1	-4%	9%	-6%	16%
CC12CCC(C(=O)N3CCN(Cc4ccccc4)CC3)(OC1=O)C2(C)C (configuration not stated)	-2%	18%	-13%	-3%	-3	-1%	0%	-3%	2%
CN1CCN(C2=Cc3ccc(Cl)cc3Sc3ccc(F)cc32)CC1	-2%	-13%	-20%	-6%	8	-1%	-29%	-17%	0%
COc1ccc(C(C)=O)cc1CC(=O)Nc1ccc2c(c1)CCC2	-5%	5%	-11%	-4%	-2	-4%	-1%	0%	7%
O=C(CN1C(=O)NC2(CCCC2)C1=O)NC(c1ccccc1)c1ccccc1	x	-7%	1%	-3%	-2	x	x	-2%	12%
Cc1ccc(Oc2ccc(NC(=O)CSc3n[nH]c(N)n3)cc2)cc1	u	7%	-15%	-12%	-10	-12%	11%	1%	2%
C=CCOc1ccc(Br)cc1CNC(C)(C)CO	-7%	14%	6%	-14%	0	-6%	-4%	1%	-2%
CN(C)c1ccc(-c2nc(N(C)C)c3ccccc3n2)cc1	-7%	x	-17%[60.1 µM]	x	x	20%	x	-2%	u
O=S(=O)(c1ccc(Cl)cc1)c1nc(-c2ccccc2F)oc1NCCN1CCOCC1	-14%	26%	-12%	-23%	-5	-4%	29%	-5%	0%
Cc1ccc2c(c1)sc1nc(=O)n(-c3ccc(Cl)c(Cl)c3)c(=O)n12	-7%&-15%	3%&-9%	-8%&5%	-14%&-8%	-6&-2	-1%&3%	3%&16%	-3%&-2%	0%

# Source: PubChem BioAssay

# This is a subset; the hit share may differ from the screen's.
